AMA1 RON2 block = qHTS for Inhibitors of AMA1-RON; Towards Development of Antimalarial Drug Lead: Primary Screen. Plasmodium falciparum AMA1 (3D7) - RON2 peptide interaction. AlphaScreen AMA1-biotinylated RON2 peptide binding. Potency, µM (doses to about 58.2 µM), for the others: at the highest dose activity change, negative = inhibition, most hits filed as inhibitors. 0.2% of 360,000 active. AID 720542, 2013;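 also: potency is read from the fitted curve at half-maximal effect; 0% = vehicle wells and -100% = peptide control; nearly all actives have a fitted effect of over 45% in size; some results filed as inactive show a strong effect at the top dose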
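AMA1 (3D7) with his tag at 25 nM final met compounds first, then biotinylated RON2 peptide at 25 nM; detection used donor plus acceptor beads, 10 µg/mL apiece, read by AlphaScreen after 30 min at room temperature.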
Giardia FBPA inh = qHTS Assay for Inhibitors of Fructose-1,6-bisphosphate Aldolase from Giardia Lamblia. A8B2U2. purified Giardia FBPA. Potency, µM (series often up to 59.6 µM), for inactives: at the top dose activity, negative = inhibition, most hits filed as inhibitors. 0.71% of 290,000 active. AID 2451, 2010; also: potency is read from the fitted curve at half-maximal effect; nearly all actives have a fitted effect of over 55% in size
Target sequence (A8B2U2 whole entry, looked up): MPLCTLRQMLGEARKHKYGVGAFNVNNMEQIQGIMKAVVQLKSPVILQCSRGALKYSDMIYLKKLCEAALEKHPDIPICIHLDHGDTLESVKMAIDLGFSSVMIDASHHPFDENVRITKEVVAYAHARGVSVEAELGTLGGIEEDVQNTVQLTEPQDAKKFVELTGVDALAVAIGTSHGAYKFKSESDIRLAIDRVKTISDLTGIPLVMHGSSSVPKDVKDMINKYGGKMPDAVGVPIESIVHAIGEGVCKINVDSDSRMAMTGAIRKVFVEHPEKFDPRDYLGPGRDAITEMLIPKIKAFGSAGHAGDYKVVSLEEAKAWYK
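Giardia FBPA (40 nM reagent) was preincubated 10 min at RT with compound (up to 57.5 uM final), then substrate plus GAPDH/TPI/NAD/arsenate coupling system with diaphorase/resazurin was added; resorufin fluorescence (525/598 nm) was read after 20 min.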
HCMV antiviral = qHTS Assay for inhibitors of the human cytomegalovirus (HCMV); HFF cells, HCMV-luciferase reporter, 72 h; hits give low values; activity change, negative = inhibition, % at 57.5 µM; 4.5% of 410,000 active; in the data active = activity change below about -60%; inconclusive = no clear call, values can overlap the other calls; inactive = above about -39%
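HFF cells seeded 16 h at 37C, treated with compounds, infected with luciferase-reporter HCMV at MOI 1 PFU/cell; luciferase read at 72 h post infection, normalized to buffer-only and Salinomycin controls.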
HCV inhibitor = qHTS Assay for Inhibitors of Hepatitis C Virus (HCV). Huh7.5.1 HCVcc-Cre infection, luciferase reporter, 44 h. Potency, µM (doses to about 41.8 µM), without a hit: at the top dose activity change, negative = inhibition, hits mostly inhibitors. 3.4% of 340,000 active. AID 651820, 2012; also: potency is read from the fitted curve at half-maximal effect
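Seed cells (1,000/well) for 4 h; treat with compound and infect with HCVcc-Cre, moi about 0.5. Incubate 44 h, then detect luciferase activity.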
AmpC inh detg = qHTS Inhibitors of AmpC Beta-Lactamase (assay with detergent). P00811. 0.041% of 370,000 active. AmpC hydrolysis of nitrocefin, absorbance 480 nm, 0.01% Triton. Potency, µM (titrated, usually from 114 µM), without a hit: top-dose activity change, negative = inhibition, usual class: inhibitors;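 also: potency is read from the fitted curve at half-maximal effect; 0% = no-compound wells and -100% = no-enzyme wells; nearly all actives have a fitted effect of over 25% in size; some results filed as inactive show a strong effect at the top dose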
Target sequence (P00811 whole entry, looked up): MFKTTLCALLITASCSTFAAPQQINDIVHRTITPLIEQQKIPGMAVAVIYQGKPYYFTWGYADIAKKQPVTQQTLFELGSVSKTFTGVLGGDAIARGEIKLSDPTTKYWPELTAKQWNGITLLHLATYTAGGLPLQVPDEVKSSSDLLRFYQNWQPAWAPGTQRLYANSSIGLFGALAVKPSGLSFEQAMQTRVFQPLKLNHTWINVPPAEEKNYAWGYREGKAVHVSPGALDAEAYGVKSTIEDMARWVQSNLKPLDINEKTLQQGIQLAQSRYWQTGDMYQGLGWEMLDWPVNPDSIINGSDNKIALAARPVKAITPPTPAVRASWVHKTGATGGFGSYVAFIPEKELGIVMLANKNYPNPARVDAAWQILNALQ
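AmpC (5.3 nM in the dispensed reagent) in 20 mM phosphate pH 7.0 with 0.01% (detergent screen) or 0.0001% Triton X-100 was preincubated with compounds for 15 min at room temperature. Nitrocefin was then added from an 800 uM solution, and hydrolysis was followed at 480 nm.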
Sm TGR inh = qHTS Assay for the Inhibitors of Schistosoma Mansoni Peroxiredoxins. purified TGR, DTNB reduction, TNB absorbance 405 nm. Potency, µM (series often up to 114 µM), for inactives: at the top dose activity change, negative = inhibition, actives largely listed as inhibitors. 3% of 360,000 active. AID 485364, 2010; also: potency is read from the fitted curve at half-maximal effect; nearly all actives have a fitted effect of over 60% in size
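Kinetic colorimetric format: TGR-catalysed, NADPH-driven DTNB reduction monitored via TNB absorbance. Enzyme dispensed at 20 nM; compound exposure 15 min at room temperature before reaction start.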
Numbers without * were called inactive; ? = inconclusive; . = not tested or not shown; & = joins results of further samples; [ ] = remark or other dose. Unless noted, calls follow the shape of the dose curve; as a rule, active = well fitted curve in the direction sought with a large enough effect; inconclusive = small, poorly fitted or top-dose-only effect, or another doubt; inactive = no such curve, though single readings can be large; an effect the other way counts as inactive or inconclusive. Unless noted, % is scaled to controls: 0 for no effect and ±100 for the full control effect.

cpd	SMILES	AMA1 RON2 block	Giardia FBPA inh	HCMV antiviral	HCV inhibitor	AmpC inh detg	Sm TGR inh
1	CCOc1ccccc1C(=O)N[C@H](C(=O)Nc1ccc(OC)c(S(=O)(=O)N2CCOCC2)c1)C(C)C	-17%	-7%	-6	?	?	-5%
2	COC(=O)c1cc(CNC(=O)c2ccc(N3CCCC3)c([N+](=O)[O-])c2)ccc1OC	90%[activator]	6%	17	?	1%	-4%
3	Cc1ccccc1NC(=O)CC1NCCNC1=O (configuration not stated)	.	.	15	.	8%	3%
4	CN(CC(=O)Nc1ccccc1C(F)(F)F)C(=O)CC1OC(=O)c2ccccc21 (configuration not stated)	22%	9%	45	12%	-2%	?
5	CCCCC1CCC(C(=O)OCC(=O)Nc2ccc(S(N)(=O)=O)cc2)CC1 (configuration not stated)	3%	0%	29	2%	-12%	-13%
6	COc1ccc(NC(=S)N(Cc2ccc(C)cc2)Cc2ccccn2)cc1	4%	-8%	39	7%	?	-12%
7	Cc1nn(CC(=O)NCCc2ccc(Cl)cc2)c(=O)c2cccn12	0%	-5%	0	-3%	1%	-1%
8	COc1ccc(OC)c2c1C(=O)C(Cl)=C(Cl)C2=O	-2%	1.3µM*	-91*	?	-5%	?
9	CCN(CC)c1ccc(NC(=O)CCS(=O)(=O)c2cc3c(cc2Cl)NC(=O)CO3)c(C)c1	.	.	-1	.	21%	0%
10	COc1cc(C(=O)Nc2ccc3c(c2)N(C2CCCC2)C(=O)c2ccccc2S3)cc(OC)c1OC	.	.	-5	.	-2%	-5%
11	CC(NC(=O)CCCCCNC(=O)N1CCn2c1nc1ccccc12)c1ccccc1 (configuration not stated)	0%	-3%	-73*	14%	-3%	-18%
12	CCn1c(C)c(CS(=O)(=O)c2ccccc2)[nH]c1=O	1%	1%	-27	0%	-6%	0.028µM*
13	CCCOc1cccc(C2C(C(=O)c3cccs3)=C(O)C(=O)N2CCN2CCOCC2)c1 (configuration not stated)	-7%	-12%	-3	13%	-1%	-26%
14	COc1ccc2oc(=N)c(-c3nnc4n3CCCCC4)cc2c1	14%	-2%	12	0%	2%	9%
15	COc1cc2c(cc1OC)C(C)N(C(=O)Nc1ccccc1)CC2 (configuration not stated)	-6%	13%	3	?	-10%	5%
16	CN1/C(=C\C=C(C#N)C#N)C(C)(C)c2ccccc21	15%	6%	-3	5%	2%	2%
17	CCOc1cc(C(Nc2cc(C)ccn2)c2ccc3cccnc3c2O)ccc1OC (configuration not stated)	.	.	-97*	.	-7%	0.28µM*
18	O=C(CSc1nc2ccccc2c(=O)[nH]1)Nc1ccccc1N1CCOCC1	-1%	4%	25	23%	-3%	-5%
19	O=C1C(=O)N(c2cccc(Cl)c2)C(c2ccccc2[N+](=O)[O-])/C1=C(\O)c1ccccc1 (configuration not stated)	-17%	?	-6	13%	0%	-5%
20	Clc1nc(NC2CCCC2)nc(N2CCOCC2)n1	6%	2%	-14	14µM*	-10%	3%

Rewritten in transposed form: part of the list above
#5 CCCCC1CCC(C(=O)OCC(=O)Nc2ccc(S(N)(=O)=O)cc2)CC1 (configuration not stated)
#6 COc1ccc(NC(=S)N(Cc2ccc(C)cc2)Cc2ccccn2)cc1

| Screen / compound no. | 5 | 6 |
| --- | --- | --- |
| AMA1 RON2 block | 3% | 4% |
| Giardia FBPA inh | 0% | -8% |
| HCMV antiviral | 29 | 39 |
| HCV inhibitor | 2% | 7% |
| AmpC inh detg | -12% | ? |
| Sm TGR inh | -13% | -12% |

Next compounds follow.
cpd	SMILES	AMA1 RON2 block	Giardia FBPA inh	HCMV antiviral	HCV inhibitor	AmpC inh detg	Sm TGR inh
21	Cc1ccc(CNC(=O)Nc2cc(C(=O)NCc3cccc(F)c3)ccc2N2CCCC2)cc1	.	.	-6	.	-2%	3%
22	CC(=O)c1ccc(NC(=O)c2cccs2)cc1	1%	0%	9	-1%	-3%	-24%
23	CCN1CCN(C(=O)c2ccc(COc3cccc(Cl)c3)o2)CC1	-3%	4%	-69*	?	-10%	-12%
24	COc1cc(-c2nnc(-c3ccccc3)o2)cc(OC)c1OC	21%	-5%	27	?	2%	0%
25	Cc1ccccc1-c1nc(CS(=O)(=O)CC(=O)NCCN2CCOCC2)c(C)o1	3%	10%	0	0%	?	?
26	COC(=O)Cc1ccc(NC(=O)c2ccc3c(c2)C(=O)N(CC2CCCO2)C3=O)cc1 (configuration not stated)	12%	.	-30	-1%	-3%	-23%
27	O=S(=O)(Nc1nc2c(s1)CCCC2)c1ccc2ccccc2c1	-5%	8%	-4	6%	-1%	-31%
28	O=C(Nc1nnc(-c2ccccc2)s1)c1cccc(S(=O)(=O)N2CCOCC2)c1	-7%	15%	34	-24%	9%	-33%
29	CCN1CCN(c2ccc(S(=O)(=O)N3CCCCC3)cc2NC(=O)COc2ccc(Cl)cc2)CC1	-11%	.	26	?	-6%	1%
30	Cc1ccc(NC(=O)CSc2ccc(S(=O)(=O)N3CCCC3)cn2)cc1F	5%	.	-18	3%	-6%	-10%
31	CC(C)(C)c1ccc(NC(=O)CSc2nnc(-c3n[nH]c4ccccc34)o2)cc1	16%[2.32 µM]	-24%	-28	-22%	-6%	2%
32	CCOC(=O)C1=C(Nc2ccc(OC)cc2)OCC1=O	12%	0%	9	18%	4%	-2%
33	CC1(c2ccccc2Cl)NC(=O)N(CC(=O)Nc2ccc(N3CCCCC3)cc2)C1=O (configuration not stated)	-18%	.	?	?	-1%	3%
34	COc1ccc(-c2cc(C(=O)NCc3ccco3)no2)cc1OC	-1%	3%	8	-29%	3%	-9%
35	COc1ccc(Cl)cc1NC(=O)CN(C)CC(=O)Nc1ccc2c(c1)OCO2	18%	.	-13	?	?	2%
36	CCOc1ccc(-n2c(SCC(=O)N3CCC(C)CC3)nc3c([nH]c4ccccc43)c2=O)cc1	.	.	7	.	-6%	7%
37	CC(=O)Nc1cccc(C(=O)NC(C)c2ccc(-n3ccnc3)cc2)c1 (configuration not stated)	96%[activator]	-12%	68	-11%	3%	-28%
38	COc1ccccc1-c1nnc(Sc2nc([N+](=O)[O-])nn2C)o1	-6%	-17%	-75*	10µM*	4%	?
39	O=C(COC(=O)c1ccccc1O)NC12CC3CC(CC(C3)C1)C2	18%	.	-4	-11%	.	.
40	O=C1CC(=O)C(n2cncn2)C(c2cccc(Cl)c2)C1 (configuration not stated)	-3%	13%	8	1%	-7%	-20%

As a short view, 13 of the compounds above:
cpd	SMILES	AMA1 RON2 block	Giardia FBPA inh	HCMV antiviral	HCV inhibitor	AmpC inh detg	Sm TGR inh
28	O=C(Nc1nnc(-c2ccccc2)s1)c1cccc(S(=O)(=O)N2CCOCC2)c1	-7%	15%	34	-24%	9%	-33%
29	CCN1CCN(c2ccc(S(=O)(=O)N3CCCCC3)cc2NC(=O)COc2ccc(Cl)cc2)CC1	-11%	.	26	?	-6%	1%
30	Cc1ccc(NC(=O)CSc2ccc(S(=O)(=O)N3CCCC3)cn2)cc1F	5%	.	-18	3%	-6%	-10%
31	CC(C)(C)c1ccc(NC(=O)CSc2nnc(-c3n[nH]c4ccccc34)o2)cc1	16%[2.32 µM]	-24%	-28	-22%	-6%	2%
32	CCOC(=O)C1=C(Nc2ccc(OC)cc2)OCC1=O	12%	0%	9	18%	4%	-2%
33	CC1(c2ccccc2Cl)NC(=O)N(CC(=O)Nc2ccc(N3CCCCC3)cc2)C1=O (configuration not stated)	-18%	.	?	?	-1%	3%
34	COc1ccc(-c2cc(C(=O)NCc3ccco3)no2)cc1OC	-1%	3%	8	-29%	3%	-9%
35	COc1ccc(Cl)cc1NC(=O)CN(C)CC(=O)Nc1ccc2c(c1)OCO2	18%	.	-13	?	?	2%
36	CCOc1ccc(-n2c(SCC(=O)N3CCC(C)CC3)nc3c([nH]c4ccccc43)c2=O)cc1	.	.	7	.	-6%	7%
37	CC(=O)Nc1cccc(C(=O)NC(C)c2ccc(-n3ccnc3)cc2)c1 (configuration not stated)	96%[activator]	-12%	68	-11%	3%	-28%
38	COc1ccccc1-c1nnc(Sc2nc([N+](=O)[O-])nn2C)o1	-6%	-17%	-75*	10µM*	4%	?
39	O=C(COC(=O)c1ccccc1O)NC12CC3CC(CC(C3)C1)C2	18%	.	-4	-11%	.	.
40	O=C1CC(=O)C(n2cncn2)C(c2cccc(Cl)c2)C1 (configuration not stated)	-3%	13%	8	1%	-7%	-20%

Later entries:
cpd	SMILES	AMA1 RON2 block	Giardia FBPA inh	HCMV antiviral	HCV inhibitor	AmpC inh detg	Sm TGR inh
41	CC(=O)N1CCN(c2ccc(NC(=O)c3cccc(Cl)c3)cc2)CC1	-2%	-7%	54	-7%	?	-2%
42	CCCCOc1ccccc1NC(=O)c1scc2c1OCCO2	6%	4%	-28	13µM*	-9%	1%
43	O=C(OCCOc1ccc(Br)cc1)c1ccc(Cl)c(S(=O)(=O)N2CCOCC2)c1	-8%	.	-33	-20%	-19%	0%
44	O=C(CCc1ccc(S(=O)(=O)N2CCOCC2)cc1)Nc1ccc(N2CCOCC2)cc1	12%	1%	18	-4%	-4%	?
45	COc1ccc(OC)c(CCNC(=O)Cn2ccc3cc(S(=O)(=O)N4CCCCC4)ccc32)c1	.	.	-27	.	17%	6%
46	CC(C)(C)OC(=O)N1O[C@H]2CC1[C@@H]1[C@@H]2N=NN1CCc1ccncc1	5%	.	-24	3%	.	.
47	CCCc1cc(C(=O)N2CCN(C(c3ccccc3)c3ccccc3)CC2)no1	-2%	1%	-4	?	-4%	-2%
48	COc1ccc(S(=O)(=O)N2CCOCC2)cc1Cl	-1%	16%	-6	25%	18%	-4%
49	CCOc1ccc(NC(=O)C(CC)n2nc(C)c3c(C)n(-c4ccccc4)nc3c2=O)cc1 (configuration not stated)	16%	.	8&1	-5%	-6%&-8%	1%&0%
50	Cn1c(O)c(C=NCCN2CCNCC2)c(=O)n(C)c1=O	40%[activator]	2%	26	7%	?	-3%
51	CCOC(=O)N1CCN(C(=O)Nc2ccc(NC(=O)N3CCN(C(=O)OCC)CC3)cc2)CC1	-12%	2%	7	0%	0%	8%[57.1 µM]
52	COc1ccc(S(=O)(=O)N(CC(=O)NCc2ccccc2)c2ccc(C)cc2)cc1OC	.	.	-105*	.	7%	5%
53	Cc1cccc(C)c1OC(=O)CN(c1ccc(Cl)cc1)S(C)(=O)=O	-2%	-5%	27	-7%	-8%	1%
